From PubChem BioAssay
SSB-PriA inh – inhibitors of Klebsiella pneumoniae PriA binding to SSB C-terminal tail, primary screen, biochemical, AlphaScreen | inhibition, % at 33 µM | actives 0.6% (n = 430,000) | AlphaScreen SSBct-PriA binding, biotinylated peptide | PriA–SSB C-terminal tail interaction (Klebsiella pneumoniae); in the data active = inhibition mostly above about 37%, no sharp cut-off; inactive = mostly below about 20%;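 also: plate controls were negative control peptide for no effect and reference peptide for full effect; strong numbers were not always called active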
CCHF vOTU inh – CCHFV vOTU protease inhibitors, primary screen, biochemical, Pep-AMC substrate, fluorescence | Crimean-Congo hemorrhagic fever virus L polyprotein viral ovarian tumor (vOTU) protease … | inhibition, % at 11.5 µM | actives 0.55% (n = 370,000) | AID 651958, 2012; in the data active = inhibition above about 30%; also: 0% = vehicle wells with enzyme and 100% = no enzyme wells
Rv3671c protease – Rv3671c serine protease inhibitors, primary screen, biochemical, fluorescence polarization, M. tuberculosis H37Rv. P9WHR9. inhibition, % at 5.96 µM. actives 0.048% (n = 320,000). AID 2606, 2010; in the data active = inhibition above about 38%;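 also: extracellular domain of Rv3671c used as enzyme; 0% = enzyme with DMSO and 100% = no enzyme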
MazEF act – activators of E. coli MazEF toxin-antitoxin RNase, primary screen, biochemical, fluorescence, uHTS; Endoribonuclease toxin MazF (Escherichia coli (strain K12)), P0AE70; FAM/BHQ RNA-DNA oligo cleavage fluorescence, 5 h; activation, % at 20 µM; actives 0.32% (n = 350,000); AID 504720, 2011; in the data active = activation above about 50%
Target sequence (P0AE70 whole entry, looked up): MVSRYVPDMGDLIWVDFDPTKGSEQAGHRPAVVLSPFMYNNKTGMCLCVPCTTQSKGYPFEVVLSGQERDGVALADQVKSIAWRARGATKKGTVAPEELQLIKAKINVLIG
DUSP3 inh – VHR1 phosphatase inhibitors, primary screen, biochemical, absorbance, uHTS; recombinant VHR phosphatase, pNPP absorbance; inhibition, % at 13.3 µM; actives 0.52% (n = 290,000); AID 1654, 2009; in the data active = inhibition above about 50%; also: some compounds called inactive have numbers as strong as hits
BoNT-A LC inh2 – BoNT/A light chain protease inhibitors, primary screen, biochemical, flow cytometry, MLPCN library; Botulinum neurotoxin type A light chain protease (Clostridium botulinum A str. ATCC 3502); multiplex microsphere protease substrate cleavage; inhibition, % at 10 µM; actives 0.17% (n = 360,000); also: plate controls were buffer without enzyme for full effect and enzyme alone for no effect
3CLpro inhibitor – SARS-CoV 3CLpro protease inhibitors, primary screen, biochemical, quenched FRET. Replicase polyprotein 1ab (Severe acute respiratory syndrome coronavirus), P0C6X7. recombinant SARS-CoV 3CLpro, quenched FRET peptide cleavage. inhibition, % at 6 µM. actives 0.14% (n = 290,000). AID 1706, 2009; in the data active = inhibition above about 12%
BoNT F protease – BoNT/F light chain protease inhibitors, primary screen, biochemical, flow cytometry, MLPCN library; Botulinum neurotoxin type F light chain protease (Clostridium botulinum); Multiplex microsphere protease cleavage assay; inhibition, % at 10 µM; actives 0.22% (n = 360,000); in the data active = inhibition above about 35%, passing the limit was not always enough; inconclusive = no clear call, values can overlap the other calls; also: plate controls were buffer without enzyme for full effect and enzyme alone for no effect
PrPC surface inh – inhibitors of human cell surface prion protein PrPC, primary screen, cell-based, TR-FRET | actives 0.43% (n = 370,000) | TR-FRET read-out | inhibition, % at 13.8 µM | AID 720596, 2013; in the data active = inhibition above about 24%; also: 0% = median of the test wells and 100% = reference compound wells
Anthrax LF inh2 – Bacillus anthracis LF protease inhibitors, primary screen, biochemical, multiplex microsphere, MLPCN library. multiplex microsphere protease cleavage assay. Lethal factor (Bacillus anthracis), P15917. inhibition, % at 10 µM. actives 0.12% (n = 360,000); also: plate controls were buffer without enzyme for full effect and enzyme alone for no effect
Target sequence (P15917 whole entry, looked up): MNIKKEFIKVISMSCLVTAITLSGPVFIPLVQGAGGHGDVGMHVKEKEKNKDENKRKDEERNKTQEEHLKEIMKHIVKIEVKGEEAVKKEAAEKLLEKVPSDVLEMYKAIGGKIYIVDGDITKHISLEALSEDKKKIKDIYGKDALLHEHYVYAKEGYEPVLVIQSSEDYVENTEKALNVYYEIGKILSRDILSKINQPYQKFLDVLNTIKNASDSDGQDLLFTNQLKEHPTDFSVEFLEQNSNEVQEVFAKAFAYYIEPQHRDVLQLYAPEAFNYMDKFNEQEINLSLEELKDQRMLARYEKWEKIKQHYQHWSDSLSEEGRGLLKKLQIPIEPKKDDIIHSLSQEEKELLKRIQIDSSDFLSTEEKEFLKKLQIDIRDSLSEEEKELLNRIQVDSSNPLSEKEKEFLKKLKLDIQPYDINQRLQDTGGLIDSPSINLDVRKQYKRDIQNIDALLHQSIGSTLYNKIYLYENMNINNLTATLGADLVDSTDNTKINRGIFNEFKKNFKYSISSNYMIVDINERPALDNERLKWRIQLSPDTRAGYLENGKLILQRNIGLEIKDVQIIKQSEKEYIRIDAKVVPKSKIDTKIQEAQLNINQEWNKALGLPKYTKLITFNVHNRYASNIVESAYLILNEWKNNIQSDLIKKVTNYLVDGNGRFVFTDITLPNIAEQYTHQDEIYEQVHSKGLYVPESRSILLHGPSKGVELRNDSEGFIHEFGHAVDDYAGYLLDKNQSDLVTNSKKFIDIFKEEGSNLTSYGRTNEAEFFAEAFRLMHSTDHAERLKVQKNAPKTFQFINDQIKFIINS
* marks the source's active call; other numbers are inactive results; ? = inconclusive; / = not tested or not shown. Rule as the data show it, unless noted: active = inhibition above about 30%; inconclusive = no clear call, values can overlap the other calls; inactive = below that. Not all compounds are listed, so the mix of outcomes need not match the whole.

SMILES	SSB-PriA inh	CCHF vOTU inh	Rv3671c protease	MazEF act	DUSP3 inh	BoNT-A LC inh2	3CLpro inhibitor	BoNT F protease	PrPC surface inh	Anthrax LF inh2
O=C(NCCc1ccccc1F)c1cc(COc2ccc(F)cc2F)on1	/	0	/	2	/	-0.4	/	-4	-1	2
CN(Cc1ccccc1)C(=O)c1ccc(NC(=O)Cc2ccc(NC(=O)C3CCCN(C(=O)C4CCCCC4)C3)cc2)cc1 (centres undefined)	-12	19	/	-4	/	-0.1	/	-3	13	-1
NC(=O)c1nnn(Cc2cc(Cl)c(C(=O)c3ccc(Cl)cc3)c(Cl)c2)c1N	/	4	/	/	/	0.0	/	3	35*	0
COc1ccc(C(=S)N2CCOCC2)cc1OS(=O)(=O)c1ccc(Br)cc1	15	1	-7	7	-2	-1.2	2	-2	1	0
COc1ccc(CCNc2nncc(=O)[nH]2)cc1OC	8	24	-8	3	-2	-0.1	3	-3	2	1
COc1cc2ccccc2cc1C(=O)N1CCN(C(C)=O)CC1	0	3	2	2	7	-1.1	-5	-9	3	1
C[C@@H]1O[C@H](CCc2cccc(Cl)c2)CC2=C1C(=O)OC(C)(C)O2	/	8	/	/	/	-0.6	/	-5	-5	-4
COC(=O)c1c(CCl)noc1C(=O)NC(C)C	-6	1	-8	1	36	-0.7	-1	1	1	-4
C=CC[C@@H](Cc1ccc(F)cc1)C(=O)OC[C@@H]1CCCN1C(=O)[C@@H](CC=C)CC(=O)NCCO	-5	4	0	3	/	0.2	/	3	5	4
Cc1ccc(N2C(=O)C3C=NNC3C2=O)cc1 (centres undefined)	-4	-18	-1	-2	17	-1.1	-1	-4	7	-4
Cc1csc(NC(=O)Cn2cnnn2)n1	-9	11	-1	-2	27	0.5	7	-10	6	0
O=C(NC1CCCCCC1)C1CCN(C(=O)c2cccc(Cl)c2)CC1	-3	-3	-12	7	7	1.5	1	2	-6	0
Cc1cccc(Cc2nnc(CCC(=O)N(C)Cc3ccncc3C)o2)c1	5	12	0	10	25	0.3	4	1	-1	-2
COc1ccccc1N1C(=O)c2ccccc2NC1c1ccncc1 (centres undefined)	-19	-13	-2	-2	6	-0.2	-4	?	1	0
COC(=O)c1ccc2c(=O)sc(N3CCC(C(N)=O)CC3)nc2c1	-12	-59	8	-50	25	4.1	-8	12	0	2
CC1=C(C(=O)Nc2ccccc2)C(c2ccc(O)cc2)N2C(=O)CSC2=N1 (centres undefined)	-9	2	-11	8	15	0.6	-2	21	7	1
Cc1ccccc1C(=O)Nc1cccc(NC(=O)c2ccccc2[N+](=O)[O-])c1	2	-8	-7	1	-8	/	-1	/	-14	/
CCOC(=O)NC(=O)/C(C#N)=C\NNc1ncc(C(F)(F)F)cc1Cl	-1	10	2	2	20	-1.6	4	-7	0	-10
C/C(=N\Nc1nc(C(C)(C)C)cs1)c1ccccc1	/	2	2	6	4	-0.1	6	-2	2	1
COc1cc(OC)c(NC(=S)Nc2cccc(C)c2)cc1Cl	-16	-2	-5	-4	23	0.3	0	4	-4	3
Cc1ccc(NC(=S)Nc2ccc3cn[nH]c3c2)cc1	4	-7	12	5	2	-1.4	-1	-25	4	-1
COc1ccccc1N1CCN(c2ccc(N3C(=O)CCC3=O)cc2[N+](=O)[O-])CC1	2	-7	6	0	14	-0.7	-3	-7	-9	4
Cn1nnnc1SCC(=O)c1c(N)n(C2CC2)c(=O)[nH]c1=O	-11	2	-2	-1	/	-0.1	/	3	4	-14
CC1C(=O)N(Cc2cn(CCC3OCCCO3)nn2)CCS(=O)(=O)N1Cc1ccc(-c2ccncc2)cc1 (centres undefined)	/	10	/	-21	/	0.0	/	3	-3	-8
Cc1cc(C)cc(NC(=O)C(OC(=O)C2=COCCO2)c2ccccc2)c1 (centres undefined)	8	-3	-8	4	-8	-1.1	2	-7	-1	-2

Given as labelled records: 4 of the compounds above
COc1ccccc1N1C(=O)c2ccccc2NC1c1ccncc1 (centres undefined)
- SSB-PriA inh: -19
- CCHF vOTU inh: -13
- Rv3671c protease: -2
- MazEF act: -2
- DUSP3 inh: 6
- BoNT-A LC inh2: -0.2
- 3CLpro inhibitor: -4
- BoNT F protease: ?
- PrPC surface inh: 1
- Anthrax LF inh2: 0
CN(Cc1ccccc1)C(=O)c1ccc(NC(=O)Cc2ccc(NC(=O)C3CCCN(C(=O)C4CCCCC4)C3)cc2)cc1 (centres undefined)
- SSB-PriA inh: -12
- CCHF vOTU inh: 19
- Rv3671c protease: /
- MazEF act: -4
- DUSP3 inh: /
- BoNT-A LC inh2: -0.1
- 3CLpro inhibitor: /
- BoNT F protease: -3
- PrPC surface inh: 13
- Anthrax LF inh2: -1
Cc1ccc(NC(=S)Nc2ccc3cn[nH]c3c2)cc1
- SSB-PriA inh: 4
- CCHF vOTU inh: -7
- Rv3671c protease: 12
- MazEF act: 5
- DUSP3 inh: 2
- BoNT-A LC inh2: -1.4
- 3CLpro inhibitor: -1
- BoNT F protease: -25
- PrPC surface inh: 4
- Anthrax LF inh2: -1
Cc1ccc(N2C(=O)C3C=NNC3C2=O)cc1 (centres undefined)
- SSB-PriA inh: -4
- CCHF vOTU inh: -18
- Rv3671c protease: -1
- MazEF act: -2
- DUSP3 inh: 17
- BoNT-A LC inh2: -1.1
- 3CLpro inhibitor: -1
- BoNT F protease: -4
- PrPC surface inh: 7
- Anthrax LF inh2: -4

One compound at a time (already shown):
Listed for Cc1ccc(NC(=S)Nc2ccc3cn[nH]c3c2)cc1 → SSB-PriA inh: 4; CCHF vOTU inh: -7; Rv3671c protease: 12; MazEF act: 5; DUSP3 inh: 2; BoNT-A LC inh2: -1.4; 3CLpro inhibitor: -1; BoNT F protease: -25; PrPC surface inh: 4; Anthrax LF inh2: -1
Listed for CN(Cc1ccccc1)C(=O)c1ccc(NC(=O)Cc2ccc(NC(=O)C3CCCN(C(=O)C4CCCCC4)C3)cc2)cc1 (centres undefined) → SSB-PriA inh: -12; CCHF vOTU inh: 19; Rv3671c protease: /; MazEF act: -4; DUSP3 inh: /; BoNT-A LC inh2: -0.1; 3CLpro inhibitor: /; BoNT F protease: -3; PrPC surface inh: 13; Anthrax LF inh2: -1

Look-ups from the entries so far.
Result of COc1ccccc1N1C(=O)c2ccccc2NC1c1ccncc1 (centres undefined) in CCHF vOTU inh: -13
Result of Cc1ccc(NC(=S)Nc2ccc3cn[nH]c3c2)cc1 in BoNT F protease: -25

Next part.
SMILES	SSB-PriA inh	CCHF vOTU inh	Rv3671c protease	MazEF act	DUSP3 inh	BoNT-A LC inh2	3CLpro inhibitor	BoNT F protease	PrPC surface inh	Anthrax LF inh2
O=C(c1cc(COc2ccc(F)cc2Cl)on1)N1CCC(OCc2cccnc2)CC1	-6	7	-9	-1	22	-0.3	2	1	2	-1
CCN1CCN(c2ccc(NC(=O)c3cccc(OCc4ccccc4)c3)cc2)CC1	0	1	2	8	6	0.9	1	-19	-6	-23
O=C(CCCCl)Oc1ccc2cc(-c3ccc4ccccc4n3)c(=O)oc2c1	-6	5	3	1	-2	0.3	0	-2	-5	-2
CC1SCC(=NOCc2ccccc2)CS1 (centres undefined)	-19	-8	1	-19	-10	/	4	/	4	/
O=C(C1CC(=O)N(C2CCCC2)C1)N1CCN(c2cccc(Cl)c2)CC1 (centres undefined)	-3	0	5	1	-19	-2.5	-4	-4	-1	-3
N#Cc1cccc(OC(=O)c2ccc3c(=O)n4c(nc3c2)CCC4)c1	-4	3	-16	-4	/	-1.5	/	-2	3	0
Cc1ccc2cc(CN(c3ccccc3C)S(=O)(=O)c3ccccc3)c(=O)[nH]c2c1	-8	9	-11	0	-7	1.6	5	7	-6	-3
O=C(CN1C(=O)/C(=C/c2ccco2)SC1=S)Nc1ccc(O)c(C(=O)O)c1	5	18	-4	1	-9	-1.4	-1	-3	-6	-3
COc1ccccc1/C=N/NC(=O)c1ccc(N(C)S(=O)(=O)c2ccccc2)cc1	/	-8	-9	2	0	0.4	4	-3	9	-1
CC(C)[C@H](NC(=O)OC(C)(C)C)c1nnc(SCc2cccc(F)c2)o1	-35	6	-1	4	16	-0.4	5	-4	7	-3
c1ccc(Cn2c(SCCN3CCOCC3)nnc2-c2cccnc2)cc1	-10	1	-2	3	32	2.2	-1	5	0	5
CCOC(=O)CCSc1nc(N2CCOCC2)c2c(c1C#N)CC(C)(C)OC2	-3	-5	6	2	-16	-8.9	0	-34	3	0
Cc1ccc(NC(=O)Cn2cnc3cc([N+](=O)[O-])ccc3c2=O)cc1	-9	3	0	6	-2	0.8	3	2	-27	-7
CN(CCc1ccccn1)C(=O)CN(C)S(=O)(=O)c1ccc2c(c1)c(=O)n(C)c(=O)n2C	-4	-15	-3	0	-4	?	-2	-1	-1	-1
Cc1ccc(-n2c(C)cc(=O)cc2C)cc1[N+](=O)[O-]	-4	-3	9	6	-5	-1.8	-6	-2	-13	9
Cc1ccc(N(C(C)C(=O)O)S(=O)(=O)c2c(C)n[nH]c2C)cc1 (centres undefined)	-10	18	3	7	11	-0.9	2	-14	-2	-14
CCN(CC)c1ccc2nc3c4ccccc4c(=O)cc-3oc2c1	-49	10	/	16	13	/	0	/	-9	/
c1ccc(N2CCN(c3c4c(nc5ncnn35)CCC4)CC2)cc1	-1	-11	0	2	7	3.4	0	6	6	-1
CC(C)NC(=O)N(C)C[C@H]1OCCCC[C@H](C)Oc2ccc(NS(=O)(=O)c3ccccc3)cc2C(=O)N([C@H](C)CO)C[C@H]1C	/	1	/	4	/	0.1	/	1	-2	-4
Cn1c(=O)oc2cc(S(=O)(=O)N3CCC(C(=O)NCc4ccccc4)CC3)ccc21	0	-3	7	11	17	-1.0	-5	-7	1	-7
CCc1nnc(NC(=O)CSc2nnc(-c3ccccc3O)n2-c2ccc(C)cc2)s1	-8	-6	1	1	15	-0.7	-8	-9	-7	7
CCN(CC)CCCNC(=O)Cn1ncn2cccc2c1=O	-3	2	5	7	17	-1.2	-2	10	0	-1
COc1ccc(OC)c(NC(=O)CCC(=O)N(Cc2ccc(OC)c(OC)c2)c2nccs2)c1	1	5	-8	-4	17	-0.3	-3	-8	-4	0
O=c1[nH]c(NC2CCCCC2)c([N+](=O)[O-])c(=O)[nH]1	-3	13	5	-7	-8	0.0	0	7	-9	2
COc1ccc(NC(=O)CN2CCN(CC(=O)Nc3ccccc3Cl)CC2)c(OC)c1	5	-4	-2	-2	17	3.5	-3	1	1	-1
Cc1ccc(CNC(=O)c2ccccc2SCC(=O)NCC2CCCCC2)cc1	-7	7	8	5	54*	0.0	5	5	4	-1
C/C(=N\NC(=O)c1ccc(N)cc1)C1CC1	/	-1	1	6	2	1.0	-1	5	3	0
CN1CCN(C(=O)c2cc(-c3cccc(Cl)c3)on2)CC1	4	-2	-4	3	22	0.2	-4	-3	-2	-4
Cc1c(C(=O)N2CCN(c3ccccc3F)CC2)sc2ncn(CC(=O)N3CCOCC3)c(=O)c12	5	-7	-2	6	14	-0.1	-6	-6	4	-6
CCN(C[C@H]1N[C@@](CC)(C(=O)OC)[C@H]2C(=O)N(C)C(=O)[C@@H]12)C(=O)COc1ccccc1	-2	-5	1	-4	/	-0.8	/	-8	-7	-3
